Screening data from PubChem.
rCAG RNA binder – r(CAG) repeat RNA binding; 370,000 tested, 1.3% active; AID 651821; inhibition, % at 3 µM; TO-PRO-1 dye displacement fluorescence;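 active = inhibition above the plate cutoff, the mean of all test compounds on that plate plus 3 SD, cut at about 35% in these data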;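 note: 0% = DMSO alone and 100% = 100 µM mitoxantrone as full dye displacement; higher means more dye released from RNA so lower well fluorescence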
GC-B act – GC-B (human) receptor activation; P20594; HEK293-GC-B cells, CNP EC30, cGMP TR-FRET; 0% at EC30 CNP, 100% saturating CNP; activation, % at 10 µM; 370,000 tested, 0.11% active;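 active = activation at 10 µM reaching about 35% in either raw or pattern-adjusted values, limit read from the data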
HTRA1 inhibitor – HTRA1 (human) protease inhibition | Q92743 | recombinant HTRA1, FP-rhodamine activity-based probe, fluorescence polarization | inhibition, % at 5.96 µM | 340,000 tested, 0.5% active | AID 504803; in the data active = inhibition above about 36%;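 note: 0% = enzyme with DMSO and 100% = wells lacking enzyme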
PRMT1 FP inh – inhibitors of human PRMT1 | 370,000 tested, 1.3% active | inhibition, % at 2.79 µM | Q99873 | recombinant PRMT1, activity-based probe fluorescence polarization;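 active = inhibition above about 21% made by adding two undisclosed values, limit read from the data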
Target sequence (Q99873 whole entry, looked up): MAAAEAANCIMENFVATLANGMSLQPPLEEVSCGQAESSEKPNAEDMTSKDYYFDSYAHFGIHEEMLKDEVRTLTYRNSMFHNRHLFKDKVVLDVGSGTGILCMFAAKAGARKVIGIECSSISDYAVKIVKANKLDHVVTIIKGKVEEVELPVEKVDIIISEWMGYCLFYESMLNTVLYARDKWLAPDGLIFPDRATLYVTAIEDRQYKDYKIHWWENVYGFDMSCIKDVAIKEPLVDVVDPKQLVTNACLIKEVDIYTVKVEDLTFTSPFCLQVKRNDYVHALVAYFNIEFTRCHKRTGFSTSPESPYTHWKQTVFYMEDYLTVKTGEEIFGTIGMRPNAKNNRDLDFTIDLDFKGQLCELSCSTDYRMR
LEDGF integ inh – blocks HIV-1 LEDGF/p75-dependent DNA integration; TR-FRET IN-LEDGF/p75 DNA integration, Eu/Cy5; inhibition, % at 3.7 µM; 370,000 tested, 0.64% active; AID 743269;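 active = inhibition above the screen-wide mean plus 3 SD, cut at about 13% in these data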;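 note: signal is the Cy5 over europium emission ratio at 671 and 618 nm; 0% = plate median of compound wells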
TCR CD3 inh – inhibitors of human TCR-CD3 interaction; TAMRA-labeled TCR probe fluorescence, biochemical; inhibition, % at 9.4 µM; 360,000 tested, 0.37% active; in the data active = inhibition above about 19%;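 note: recombinant mutant TCR 2C K166C tagged with TAMRA read by polarization; 0% = receptor in buffer alone and 100% = receptor with positive control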
SIAE primary – human SIAE inhibition, primary screen; Q9HAT2; SIAE FP-Rh probe binding, fluorescence polarization; inhibition, % at 9.66 µM; 370,000 tested, 0.69% active;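 active = inhibition above a cutoff: mean of compounds within the control limits plus 3 SD of those, cut at about 17% in these data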;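 note: 0% = plate median of compound wells and 100% = probe without SIAE protein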
TDP2 absorb – blocks human TDP2 phosphodiesterase activity; 370,000 tested, 0.34% active; O95551; inhibition, % at 12.8 µM; recombinant TDP2, T5PNP hydrolysis, p-nitrophenol absorbance 415 nm; AID 720702;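 active = inhibition above the mean of all tested compounds plus 3 SD, set per campaign, cut at about 25% in these data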;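 note: 0% = DMSO with enzyme and 100% = buffer with substrate but no TDP2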
Target sequence (O95551 whole entry, looked up): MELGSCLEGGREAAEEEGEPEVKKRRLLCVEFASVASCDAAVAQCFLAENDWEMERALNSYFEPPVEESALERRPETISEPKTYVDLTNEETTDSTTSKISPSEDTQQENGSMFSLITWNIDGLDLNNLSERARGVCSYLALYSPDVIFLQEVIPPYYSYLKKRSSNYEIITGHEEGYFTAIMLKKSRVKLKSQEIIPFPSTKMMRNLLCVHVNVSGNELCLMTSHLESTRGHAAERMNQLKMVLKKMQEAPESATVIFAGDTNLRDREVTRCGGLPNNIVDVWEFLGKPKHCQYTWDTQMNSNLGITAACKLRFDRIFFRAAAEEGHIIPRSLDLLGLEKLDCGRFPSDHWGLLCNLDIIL
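Test system: Human TDP2 enzyme | Reagent: 5 mM T5PNP | Compound dosing: 12.8 µM single point, 1% DMSO | Incubation: Enzyme reaction with compound for 2 h at 37 °C | Technique: p-Nitrophenol epi absorbance | Read-out: % inhibition relative to enzyme-containing and enzyme-free wells | Benchmarks: High control without enzyme, low control DMSO plus TDP2 | Replicates: Singlicate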
mABHD4 FP – ABHD4 (mouse) inhibition, primary FP screen; inhibition, % at 8.92 µM; purified mABHD4, FP-Rh probe fluorescence polarization; 370,000 tested, 0.54% active;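 active = inhibition exceeding the mean over every tested compound plus 3 SD, cut at about 30% in these data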;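 note: 0% = plate median of compound wells and 100% = S159A mutant with DMSO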
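Test system: mABHD4 protein | Buffer or medium: HEPES pH 7.0 buffer, 150 mM NaCl, 0.01% Pluronic F-127 | Probe or stimulus: FP-Rh fluorescent activity-based probe, added after compound pre-incubation | Timing: Pre-incubation 45 min, probe exposure 60 min, at 25 °C | Technique: Fluorescence polarization, excitation 525 nm, emission 598 nm, BODIPY TMR filters | Repeats: Single well per compound (singlicate)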
MBD2 DNA inh – inhibitors of human MBD2 binding to methylated oligonucleotide; TR-FRET; 370,000 tested, 0.31% active; inhibition, % at 4.4 µM; Q9UBB5; in the data active = inhibition above about 13%
* hit, by the source's call; / = not tested or not shown. The list is partial; rates above refer to the full screens.

SMILES	rCAG RNA binder	GC-B act	HTRA1 inhibitor	PRMT1 FP inh	LEDGF integ inh	TCR CD3 inh	SIAE primary	TDP2 absorb	mABHD4 FP	MBD2 DNA inh
COc1ccc(CCNc2c([N+](=O)[O-])c(=O)oc3ccccc23)cc1OC	2	-7	4	6	1	-3	-4	-11	1	-1
C=CCNC(=S)N/N=C/c1ccc(OCc2ccccc2)cc1	4	3	4	-3	2	4	8	3	1	-3
O=C(OCc1cc(=O)n2ccsc2n1)c1ccccc1O	4	4	10	2	-3	-3	-1	4	7	2
CCc1sc(C(=O)NCc2ccccc2)cc1C	-5	5	0	0	-5	-5	-1	10	1	2
CCc1cc2c(=O)n(Cc3ccco3)c(SCC(=O)N(C)C3CCS(=O)(=O)C3)nc2s1 (stereo unspecified)	4	0	0	9	1	6	0	8	0	-1
O=C(Nc1ccc(Cl)cc1Cl)NC1CCCC1	2	4	9	-5	-1	-3	2	1	0	4
CN(CC(=O)N1CCN(c2ccccn2)CC1)S(=O)(=O)c1ccccc1	-7	9	-3	0	4	0	2	5	7	1
CCCc1c(C(=O)N/N=C/c2ccc(OCc3ccc(F)cc3)cc2)nnn1-c1nonc1N	4	2	3	-2	-1	-3	-1	-6	6	3
Cc1cc(O)c2c(c1)C(=O)c1cc(O)cc(O)c1C2=O	21	0	14	12	-1	6	4	5	27	-2
COc1ccccc1NS(=O)(=O)c1cc(NC(=O)C(C)(C)C)ccc1N1CCOCC1	1	5	-4	-2	0	1	-4	-1	-5	0
O=C1CC(O)(C(F)(F)F)Oc2c1ccc1ccccc21 (stereo unspecified)	8	1	-1	2	3	1	-1	6	-19	-2
N#CCCN(C(=O)COC(=O)c1ccc(CNS(=O)(=O)c2ccc(F)c(Cl)c2)cc1)c1ccc(F)cc1	2	2	-19	-3	-2	-3	-42	-17	1	4
CCOC(=O)[C@H]1[C@H]2COc3ccc(C)cc3[C@@H]2N2C(=O)CN(Cc3ccc(OC)cc3)C(=O)[C@@]12C	0	-5	-6	2	3	-6	3	7	-5	6
CCCC(=O)N1CCC1(C)C(=O)NS(=O)(=O)c1cc2c(cc1C)CCCS2(=O)=O (stereo unspecified)	1	3	/	1	-2	1	4	4	1	5
CCCCCCN1C[C@H](O)[C@@H](n2cc(COC(=O)c3ccccc3)nn2)C[C@@H]1c1ccccc1	3	-4	-10	-7	-9	6	3	1	-3	-5
COc1ccc(C(=O)C2CCCN(S(=O)(=O)C(C)C)C2)c(C)c1 (stereo unspecified)	-6	-2	2	2	3	-1	8	6	8	-1
Cc1cccc(-c2noc(CCCC(=O)NC3CCCC3)n2)c1	-3	-5	1	1	-1	4	4	-2	-4	2
Clc1ccc(CN2CCCCCC2)cc1Cl	1	-6	2	2	-2	-2	-1	7	11	0
O=C1CCCC2=C1C(c1ccsc1)CC(=O)N2c1ccccc1 (stereo unspecified)	-2	1	-8	0	2	3	7	2	2	-7
O=C(O)COCC(=O)N1CCN(C2c3ccccc3-c3ccccc32)CC1	1	3	1	2	2	8	-3	3	6	-4
CCC(C)NCCOCCSc1ccc(Cl)cc1 (stereo unspecified)	2	0	-3	1	2	-6	-2	-7	6	-3
CCn1c(=S)[nH]c2cc(C(=O)OC)ccc2c1=O	0	18	5	0	0	-2	0	6	2	1
COc1cccc(CNC(=O)CCS(=O)(=O)c2cccc3nonc23)c1	12	5	5	5	3	-2	7	5	-1	3
COc1cc(C(C)=O)ccc1OCC(=O)NCC(c1ccc(F)cc1)N1CCOCC1 (stereo unspecified)	1	3	-10	2	-2	-2	4	-3	2	0
CN(C)CCCNC(=O)/C=C/c1ccc2c(c1)OCO2	1	4	0	-3	9	2	2	-5	-4	0
CCOC(=O)C1=C(N)Oc2c(oc(CO)cc2=O)C1c1ccc(F)cc1 (stereo unspecified)	-2	-8	4	-2	1	-10	-1	5	3	4
Cc1ccc(C)c(OC(=O)c2cccc(S(=O)(=O)N3CCN(C)CC3)c2)c1	-5	-1	-9	-2	1	1	-9	-5	-7	-2
CSc1ncccc1C(=O)OC(C)C(=O)Nc1ccc2c(c1)OCCO2 (stereo unspecified)	3	-2	0	-4	3	2	1	-15	-5	-2
CCc1ccc(N2CC(C(=O)NCCC3=CCCCC3)CC2=O)cc1 (stereo unspecified)	-9	0	-7	-1	-4	2	-2	-3	-2	2
CC(C)CNC(=S)N1CCC(c2nc(-c3ccc(F)cc3)no2)CC1	-5	-2	-8	-3	3	6	0	3	-11	-5
Cc1ccc(C(=O)CC2(O)C(=O)N(Cc3ccc4c(c3)OCO4)c3ccccc32)cc1 (stereo unspecified)	0	-3	-35	1	-1	-2	-6	0	-2	2
NC(=O)c1nsc(C(=O)N(c2ccccc2)C(C(=O)NC2CCCC2)c2ccncc2)c1N (stereo unspecified)	4	-9	10	-1	-2	3	0	0	1	-1
COc1ccc(CCN(Cc2cccs2)S(=O)(=O)c2ccc(F)cc2)cc1OC	3	-2	/	-6	6	/	-12	-16	-19	-1
CCOC(=O)[C@@H]1[C@H]2COc3ccc(Br)cc3[C@@H]2N2C(=O)N(c3ccccc3)C(=O)[C@@]12C	0	-17	-19	2	2	-7	-3	4	-5	4
Cc1ccccc1CS(=O)(=O)c1cn(CC(=O)N2CCC(C)CC2)c2ccccc12	-3	5	2	-1	0	-2	-2	7	-7	2
O=C(COc1ccccc1Cl)Nc1nnc(S(=O)(=O)N2CCCCCC2)s1	20	1	-5	1	4	12	-9	-2	-18	-1
COc1ccc(Cl)cc1C(=O)NCC(C)C	-3	-2	1	-1	2	-6	-6	3	4	7
CN1C[C@@H]2[C@@H]3C(=O)N(C)C(=O)[C@@H]3[C@](Cc3ccccc3)(C1=O)N2C(=O)c1ccc(F)cc1	-2	-4	-2	0	4	0	2	-5	-1	0
COC(=O)N/N=C/c1ccc(-c2cccc(Cl)c2)o1	1	-2	-6	2	-3	3	-2	-15	-2	1
CSCCC(C(=O)NC(C)(C)C)n1c(-c2ccccc2)nc2ccccc21 (stereo unspecified)	3	-24	/	-2	-3	3	0	7	-2	-2
O=C(OCC(=O)N1CCOCC1)c1ccccc1OCc1ccccc1Cl	-2	-2	0	1	2	3	6	3	-12	0
CC(C)OP(=O)(c1ccc(N(C)C)cc1)C(O)c1ccc(C(C)C)cc1 (stereo unspecified)	-11	1	0	-3	-4	1	5	-3	-4	3
O=C(Nc1ccccc1C(=O)NCc1cccnc1)c1ccccc1Cl	-3	8	5	2	-3	0	2	-5	4	-1
CN(C)C1=NCCN1CCCC1CCCC1	-7	1	-1	-1	-3	5	2	-8	2	0
COc1ccccc1N1CC(C(=O)Nc2ccc(S(=O)(=O)N3CCOCC3)cc2)CC1=O (stereo unspecified)	8	3	-2	-1	2	-4	-1	3	4	4
CCCc1nc2c(=O)n(C)c(=O)[nH]c2n1C	-1	4	2	4	0	4	5	6	0	-1
CCN1CCCC1CNC(=O)c1cc2c(C)nc3ccccc3c2o1 (stereo unspecified)	2	1	-3	-2	4	2	9	-3	-1	2
O=C(c1ccco1)N1CCN(C(c2ccc(Cl)cc2)c2nnnn2CC2CCCO2)CC1 (stereo unspecified)	-9	-3	4	1	1	3	-2	-3	4	2
Brc1cccc(CNc2nc3ccccc3n2CCN2CCCCC2)c1	-6	-19	-10	-5	6	-2	-2	-5	1	-3
O=C(c1ccccc1)c1nn(-c2ccccc2)c2nnc(Cc3ccccc3)c(=O)n12	0	3	-46	2	-2	-3	-9	-7	-8	3
CCc1nc(N2CCCC(C)C2)c2oc3ccccc3c2n1 (stereo unspecified)	2	6	-23	-1	-4	-2	-3	8	-6	2
CCC(=O)N1CCc2cc(S(=O)(=O)NC(Cc3ccccc3)C(=O)NC3CCCC3)ccc21 (stereo unspecified)	-5	5	1	0	-5	9	2	-1	-6	4
O=C(Nc1c(F)cccc1F)C(c1ccccc1)c1ccccc1	-1	-3	/	1	-5	-6	-1	2	2	0
CN(CC(=O)Nc1c(Cl)cccc1Cl)C(=O)CNC(=O)c1ccc2ccccc2c1	3	4	-6	4	-1	-3	0	-2	-3	-6
CCC1CCCCN1C(=O)COC(=O)c1n[nH]c2ccccc12 (stereo unspecified)	-3	-3	2	-1	0	4	0	0	2	-3
COc1ccc(C2CC(=O)N(c3ccccc3)C3=C2C(=O)CCC3)cc1 (stereo unspecified)	-5	8	/	-2	-1	0	-2	3	1	1
Cc1cc(=O)n2nc(N3CCCC3C(=O)Nc3cccc(Cl)c3C)sc2n1 (stereo unspecified)	3	-4	6	0	0	2	0	-8	-1	2
COc1ccccc1CN1CCC(CNS(=O)(=O)c2cc(-c3onc(C)c3C)ccc2OC)CC1	-1	-8	-9	-3	4	1	0	6	6	2
Cc1ccc(-n2cccn2)c(CN2CCC(CO)(CCc3ccccc3)CC2)c1	-7	-6	5	-4	4	3	10	-2	-1	-2
Cc1ccccc1C(=O)NC1CCN(CC(=O)Nc2ccc(Br)cc2)CC1	-5	1	3	-5	2	6	-3	1	4	-6

Next compounds follow.
SMILES	rCAG RNA binder	GC-B act	HTRA1 inhibitor	PRMT1 FP inh	LEDGF integ inh	TCR CD3 inh	SIAE primary	TDP2 absorb	mABHD4 FP	MBD2 DNA inh
CCn1c(=N)n(CC(O)COc2ccc(C)cc2)c2ccccc21 (stereo unspecified)	9	-23	6	-8	5	-3	14	-17	-2	-4
CCCCn1c(=O)c(CCC(=O)OCC(=O)NC(C)c2ccccc2)nc2ccccc21 (stereo unspecified)	-7	3	-1	1	-3	4	-2	-2	-1	-7
COCCNC(=O)C(c1ccccc1)N(Cc1cccs1)C(=O)Cn1nnc2ccccc21 (stereo unspecified)	-6	-9	2	2	-1	3	6	-2	7	-4
Cc1cc(-c2nnc(-c3cccc(Cl)c3)o2)no1	-3	-7	-6	1	-3	0	-3	8	3	0
CC(C)c1nccn1S(=O)(=O)c1cc(Cl)ccc1Cl	0	1	-4	0	1	-2	13	15	0	2
Cc1cccc(-c2nn(-c3ccccc3)cc2C(=O)N(C)CC(=O)Nc2ccc(N3CCOCC3)cc2)c1	4	9	-9	-2	1	0	9	8	1	2
Cn1c(NC2CCCCC2)cc(=O)n(C)c1=O	0	7	5	4	-3	2	-2	4	-3	1
